GALK inhibitor – blocks human galactokinase activity. P51570. Purified GALK, Kinase-Glo residual ATP luminescence. Potency, µM (top dose mostly 57.5 µM), for inactives: at the top dose activity change, negative = inhibition, usual class: inhibitors. 0.007% of 270,000 active; note: potency is the fitted concentration of half-maximal effect
Target sequence (P51570 whole entry, looked up): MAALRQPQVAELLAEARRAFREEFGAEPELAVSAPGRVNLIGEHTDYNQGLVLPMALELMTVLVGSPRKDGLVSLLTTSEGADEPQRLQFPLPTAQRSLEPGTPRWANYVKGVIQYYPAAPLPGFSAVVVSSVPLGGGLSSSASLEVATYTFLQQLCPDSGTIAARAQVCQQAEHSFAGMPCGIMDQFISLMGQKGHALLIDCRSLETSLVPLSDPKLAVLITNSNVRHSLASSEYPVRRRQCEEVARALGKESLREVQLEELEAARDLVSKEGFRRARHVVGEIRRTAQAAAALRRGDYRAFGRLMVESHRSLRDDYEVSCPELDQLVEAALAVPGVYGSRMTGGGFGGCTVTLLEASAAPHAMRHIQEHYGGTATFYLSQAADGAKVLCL
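Luminescence from leftover ATP (Ultra-Glo luciferase/luciferin) served as read-out after a 1 h room-temperature reaction of 5 nM GALK with 35 uM ATP and 100 uM galactose.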
PKM2 act – PKM2 (human) enzyme activation; P14618; purified PKM2, Kinase-Glo ATP luminescence, activation; response scale: 0% is enzyme alone, no compound; Potency, µM (series often up to 57.5 µM), without a hit: top-dose activation, hits mostly activators; 0.34% of 260,000 active; AID 1631; note: potency is the fitted concentration of half-maximal effect; nearly all actives have a fitted effect of over 55% in size
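Kinase-Glo luminescence reports ATP generated from ADP (0.1 mM) and PEP (0.5 mM) by purified hPK-M2 after 1 h at room temperature, pH 7.2 imidazole buffer; intermediate enzyme activity allows detecting inhibitors and activators.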
USP2a block – blocks human ubiquitin-specific protease USP2a | USP2 core, Ub-CHOP2 coupled fluorogenic reporter, 485/531 | Potency, µM (top dose mostly 38.3 µM), without a hit: at the highest dose activity change, negative = inhibition, actives largely listed as inhibitors | O75604 | AID 463254 | 0.01% of 330,000 active;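 note: potency is the fitted concentration of half-maximal effect; plate controls were DMSO wells for no effect and full inhibition by NEM control for full effect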
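Cell-free coupled assay: 10nM USP2 core preincubated 30min RT with compound in Tris-HCl pH 8.0/CaCl2/CHAPS buffer, then 25nM Ub-CHOP2 and 25nM reporter substrate; fluorescence (Ex 485/Em 531) read after 60min RT, normalized to NEM inhibition, concentration-response curves fitted.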
B2AR arrestin – recruits beta-arrestin to the human beta2-adrenergic receptor; Potency, µM (top dose mostly 46.1 µM), for inactives: at the highest dose activation, hits mostly activators; P07550; 0.02% of 330,000 active; beta-arrestin recruitment to beta2AR, cell-based reporter;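 note: potency is the fitted concentration of half-maximal effect; 0% = DMSO controls and full agonism = EC100 isoproterenol or metaproterenol; nearly all actives have a fitted effect of over 65% in size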
Target sequence (P07550 whole entry, looked up): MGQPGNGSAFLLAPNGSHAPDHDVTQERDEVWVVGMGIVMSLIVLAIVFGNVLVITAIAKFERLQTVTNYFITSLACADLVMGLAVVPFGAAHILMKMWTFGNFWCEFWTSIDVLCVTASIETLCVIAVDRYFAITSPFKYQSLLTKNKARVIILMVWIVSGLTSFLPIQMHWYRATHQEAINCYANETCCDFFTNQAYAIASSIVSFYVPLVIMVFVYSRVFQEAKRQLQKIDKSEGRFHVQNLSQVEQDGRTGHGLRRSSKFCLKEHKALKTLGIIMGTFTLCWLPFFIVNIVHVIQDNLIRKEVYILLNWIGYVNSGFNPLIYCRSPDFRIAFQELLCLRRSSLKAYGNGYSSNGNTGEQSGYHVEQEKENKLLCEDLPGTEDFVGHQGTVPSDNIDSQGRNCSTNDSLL
Eya2 phos inh – blocks the phosphatase activity of human Eya2; 0.006% of 330,000 active; Potency, µM (series often up to 76.9 µM), without a hit: at the highest dose activity, negative = inhibition, usual class: inhibitors; recombinant Eya2, OMFP fluorescence dephosphorylation (OMFP is methylfluorescein phosphate); note: potency is the fitted concentration of half-maximal effect
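Eya2 (0.2 uM) preincubated 10 min at ambient with compound, then OMFP substrate added at 50 uM; 10 min reaction in 50 mM HEPES pH 7.5, 50 mM NaCl, 5 uM MgCl2, 0.05% BSA, 1 mM DTT. Fluorescence read at Ex 485/Em 525 nm.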
uPA generation – cell surface uPA generation inhibition; 0.31% of 330,000 active; Potency, µM (highest dose often 38.3 µM), for inactives: at the top dose activity change, negative = inhibition, actives largely listed as inhibitors; cell surface uPA generation assay, qHTS; AID 540303; active = well fitted inhibition curve with a large enough effect; inconclusive = small, poorly fitted or top-dose-only effect; inactive = no such curve, though single readings can be large or run the other way; tested in mouse RAW 264.7 cells; note: potency is the fitted concentration of half-maximal effect; nearly all actives have a fitted effect of over 55% in size
Giardia killer – Giardia lamblia killing. Giardia lamblia trophozoite viability. activity change, % at 7.66 µM, hits read low. 0.15% of 340,000 active. AID 540267; in the data active = activity change below about -80%; inconclusive = between about -30% and that limit;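 note: parasites exposed to compound for two days anaerobically before the ATP read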
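Luminescence from cellular ATP indicates surviving trophozoites (100 cells/well) following 48 hrs anaerobic compound treatment at 37 deg C; signal develops 15-30 min at room temperature.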
hERG WT inh – blocks the wildtype human KCNH2 potassium channel | Q12809 | U2OS, BacMam KCNH2, thallium flux FluxOr; stronger effect = lower value | activity change, % at 1.84 µM | 0.37% of 340,000 active | AID 720551;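 active = maximum activity change below -70%; inconclusive = maximum activity change between -70% and -50%; inactive = maximum activity change above -50%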
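U2OS cells were transduced with wild-type KCNH2 virus (2.03 x 10^8 / mL) for 4 h at room temperature, then cultured overnight at 37 C. Thallium flux was read with FluxOr dye. Rate constants were normalized to DMSO controls.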
Coupling enz – coupling enzyme interference in Giardia aldolase counter-screen | coupling enzyme system counterscreen, AmpLite Red fluorescence | activity change, negative = inhibition, % at 58.2 µM, hits read low | 0.67% of 290,000 active; in the data active = activity change below about -30%
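Final compound at 57.5 uM, incubated 10 min at RT with coupling enzyme reagent (glyceraldehyde-3-phosphate), then 20 min with substrate and AmpLite Red detection. Fluorescence read at 525/598 nm; tests interference with the coupling assay, not aldolase inhibition.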
KCNH2 3.1 block – KCNH2 3.1 (human) potassium channel inhibition; U2OS KCNH2 3.1, thallium flux FluxOr; stronger effect = lower value; 0.95% of 340,000 active; activity change, % (tested at about 1.8 µM);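 active = maximum activity change below -70%; inconclusive = maximum activity change from -70% to -50%; inactive = maximum activity change above -50%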;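 note: thallium influx rate constant from kinetic fluorescence after stimulation buffer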
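FluxOr-based Tl+ influx in U2OS cells transduced with KCNH2 3.1 virus; rate constants normalized to DMSO controls.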
Chronic BCR inh – blocks chronic active B-cell receptor signaling | ABC-DLBCL IkBa-CBG/CBR reporter, luminescence ratio, 4 h | Potency, µM (highest dose often 46.1 µM), without a hit: at the highest dose ratio change, negative = lower green/red ratio, most hits filed as inhibitors | 0.05% of 340,000 active | AID 493014; active = well fitted inhibition curve with a large enough effect in the signal ratio, with a control signal flat, not every such curve was filed as active; inconclusive = small, poorly fitted or top-dose-only effect, or effect the other way, or a change in a side signal; the % refers to the signal ratio;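 note: potency is the fitted concentration of half-maximal effect; plate controls were basal doxycycline-induced cells for no effect and cells given 10 µM MG132 for full effect; MG132 reads +100%, hits lower the ratio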
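TMD8 ABC-DLBCL cells carrying doxycycline-inducible green luciferase fused to IkappaBalpha plus unfused red luciferase were exposed to compounds (up to 46 uM) for 4 hrs at 37C. Activity came from the overlap-corrected green/red luminescence ratio.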
The depositor's hits bear a star; ? = inconclusive; · = not tested or not shown; & = joins results of further samples. Unless noted, calls come from the whole dose curve; as a rule, active = well fitted curve in the direction sought with a large enough effect; inconclusive = small, poorly fitted or top-dose-only effect, or another doubt; inactive = no such curve, though single readings can be large; an effect the other way counts as inactive or inconclusive. Unless noted, % is set by controls: 0 for no effect and ±100 for the full control effect.

SMILES	GALK inhibitor	PKM2 act	USP2a block	B2AR arrestin	Eya2 phos inh	uPA generation	Giardia killer	hERG WT inh	Coupling enz	KCNH2 3.1 block	Chronic BCR inh
Cc1ccc(S(=O)(=O)n2[nH]c(=O)cc2N)cc1	-0.1%	0.1%	0.0%	10.2%	14.3%	7.0%	?	2.8	-2.4	17.4	-5.6%
O=C(CC1CCCC1)Nc1nnc(C2CC2)s1	8.7%	0.1%	1.0%	0.0%	-1.4%	2.0%	26.6	-1.9	1.2	0.2	1.8%
CCOc1ncccc1C(=O)NCC(c1ccco1)N1CCCCC1 (stereo not given)	·	·	-4.6%	5.4%	-3.6%	1.2%	9.1	-1.8	·	-3.9	-0.7%
COc1cc(/C=C(\NC(=O)c2ccccc2)C(=O)NCC(=O)O)c([N+](=O)[O-])cc1OC	0.5%	9.5%	1.4%	2.5%	1.7%	-2.4%	-9.5	1.5	-20.9	10.3	1.8%
CN(C)C1(CNC(=O)CC(NC(=O)c2ccccc2Cl)c2ccccc2)CCCCC1 (stereo not given)	-7.2%	0.4%	1.8%	0.4%	-6.0%	-0.4%	-1.3	25.6	1.7	-19.3	-1.9%
CC1CCN(C(=O)Cn2nnc(-c3cccs3)n2)CC1	-0.7%	-10.5%	2.5%	-1.2%	2.5%	-2.4%	-3.2	3.1	0.0	9.6	-0.8%
COc1ccc(/C=C2/SC(=S)N(CC(=O)O)C2=O)cc1OCc1ccc(Cl)cc1	-2.1%	-20.1%	0.9%	-0.9%	-3.8%	-12.2%	4.8	-5.1	9.8	0.1	15.6%
COC(=O)C1=C(C)N(CCc2c[nH]c3ccccc23)C(=O)C1	-0.1%	7.6%	2.0%	0.3%	-8.2%	·	14.7	-27.3	-17.2	6.8	-4.4%
COCC(=O)N1CCCc2ccccc21	-0.2%	-0.7%	0.8%	-1.5%	11.8%	-2.9%	3.2	5.9	-0.6	6.8	3.2%
C=CCOc1cccc(C(=O)N2CCC(CCC(=O)NC3CC3)CC2)c1	1.0%	·	-1.0%	0.1%	-6.3%	1.6%	15.1	-1.9	0.2	0.9	?
Cn1nc(C(=O)NNC(=O)c2ccccc2Br)c2ccccc2c1=O	·	·	-0.2%	-0.2%	7.0%	-2.8%	-0.2	-6.2	·	-5.0	?
Cc1[nH]n(-c2ncc(-c3ccc(Cl)cc3)s2)c(=O)c1C(c1ccc(Cl)cc1)C(C#N)C#N (stereo not given)	-4.3%	3.5%	-5.3%	-0.1%	1.4%	0.4%	-6.3	-1.9	3.4	-24.5	14.4%
CCCC(=O)Nc1ccc(NC(=O)c2ccco2)cn1	0.2%	-5.1%	5.5%	-1.0%	-0.8%	-1.4%	-1.1	11.2	2.4	4.0	-0.8%
COc1cccc(/C(O)=C2/C(=O)C(=O)N(CCN3CCOCC3)C2c2cccnc2)c1 (stereo not given)	8.7%	26.1%	2.2%	0.0%	20.3%	0.6%	0.3	-3.8	-2.1	8.5	0.8%
O=C1CSC(c2cn(-c3ccccc3)nc2-c2cc3ccccc3o2)N1Cc1ccccc1 (stereo not given)	0.2%	0.3%	0.3%	-0.8%	-10.9%	4.8%	9.8	2.3	-3.5	-3.9	?
CCOc1ccc(C2CC(c3ccc(OC)cc3)n3ncnc3N2)cc1 (stereo not given)	0.0%	6.1%	-0.5%	-0.2%	-17.4%	11.4%	-7.4	3.2	10.9	-1.7	1.9%
O=C(N1CCOCC1)N1CCN(S(=O)(=O)N2CCOCC2)CC1	0.3%	2.4%	-0.7%	-0.1%	6.9%	2.4%	8.1	-0.1	-0.6	-12.9	1.0%
COc1cccc(/C=C/C(=C2/C(=O)N(c3ccccc3)N=C2C)c2ccccc2)c1OC	·	-19.1%	4.2%	-1.1%	-2.0%	1.8%	5.0	28.8	-5.7	26.3	1.3%
CCCCN(C(=O)c1ccncc1)c1c(N)n(CCC)c(=O)[nH]c1=O	·	·	2.2%	12.1%	-8.5%	1.3%	0.0	-4.8	·	8.1	-2.6%
C#CCOC(=O)C[N+](C)(C)C/C=C/c1ccccc1	11.3%	-3.8%	3.4%	-0.7%	-5.6%	-4.5%	5.1	-0.4	-1.7	-4.8	1.1%

One compound at a time (already shown). Screens in order: GALK inhibitor	PKM2 act	USP2a block	B2AR arrestin	Eya2 phos inh	uPA generation	Giardia killer	hERG WT inh	Coupling enz	KCNH2 3.1 block	Chronic BCR inh
Profile of `CCCC(=O)Nc1ccc(NC(=O)c2ccco2)cn1` : 0.2%	-5.1%	5.5%	-1.0%	-0.8%	-1.4%	-1.1	11.2	2.4	4.0	-0.8%
Profile of `O=C(CC1CCCC1)Nc1nnc(C2CC2)s1` : 8.7%	0.1%	1.0%	0.0%	-1.4%	2.0%	26.6	-1.9	1.2	0.2	1.8%
Profile of `COc1cc(/C=C(\NC(=O)c2ccccc2)C(=O)NCC(=O)O)c([N+](=O)[O-])cc1OC` : 0.5%	9.5%	1.4%	2.5%	1.7%	-2.4%	-9.5	1.5	-20.9	10.3	1.8%

(listing goes on)
SMILES	GALK inhibitor	PKM2 act	USP2a block	B2AR arrestin	Eya2 phos inh	uPA generation	Giardia killer	hERG WT inh	Coupling enz	KCNH2 3.1 block	Chronic BCR inh
CSc1nc(C)nc2c1c(=O)n(C)c(=O)n2C	-0.6%	-4.7%	0.4%	0.0%	-9.2%	-1.9%	-12.4	-3.0	5.3	-13.3	-8.3%
COc1ccccc1OCCNC(=O)c1cccc(S(=O)(=O)N2CCN(Cc3ccccc3)CC2)c1	·	·	0.5%	0.0%	-2.5%	-29.8%	11.1	-2.8	·	8.3	0.6%
CCOc1ccc(NC(=O)CN2CCN(S(=O)(=O)c3ccc(Cl)cc3)CC2)cc1	-3.3%	1.5%	0.6%	-0.1%	2.7%	-6.6%	-29.1	2.8	-1.5	2.3	7.8%
CCOc1cc(C(=O)NCc2ccc3c(c2)OCO3)cc(OCC)c1OCC	3.3%	0.6%	-0.6%	-0.4%	-12.4%	6.0%	6.8	3.7	6.8	0.3	-3.9%
O=C1N/C(=N/NC(=O)c2cccc3ccccc23)S/C1=C\c1ccccc1OCc1ccccc1	·	1.3%	2.9%	-3.9%	0.1%	-4.0%	3.6	-0.6	6.2	15.4	·
O=C1c2cccc3cccc(c23)C(=O)N1CCN1CCN(CC(O)COc2ccccc2)CC1 (stereo not given)	0.6%	3.8%	3.2%	0.5%	0.1%	0.0%	4.0	15.8	2.5	2.3	-5.6%
CCOC(=O)c1[nH]cnc1C(=O)O	2.5%	2.1%	0.0%	0.0%	-11.7%	3.4%	6.0	-0.6	2.0	11.4	1.9%
CC1CN(S(=O)(=O)c2cccc(C(=O)OCc3cc(=O)oc4cc(O)ccc34)c2)CC(C)O1 (stereo not given)	0.2%	-2.9%	1.8%	0.2%	1.1%	-0.6%	1.8	-4.3	4.8	-6.1	?
COCCNC(=O)c1cn(C)c(=O)c2cc(OC)c(OC)cc12	5.6%	-8.1%	-1.3%	0.2%	4.3%	4.2%	-2.0	-1.8	1.8	1.8	0.1%
Cc1cc(C(C)(C)C)cc(C)c1CC1=NCCN1	5.0%	-21.3%	1.9%	-1.0%	3.3%&3.8%	-27.3%	-9.6	9.2	2.2&-3.0&2.5	-9.1	?
CCOc1ccc(CCNC(=O)CCNC(=O)c2ccccc2Cl)cc1OCC	-3.8%	-6.7%	0.5%	0.0%	4.8%	-7.2%	7.8	13.3	·	12.0	-5.6%
CC(=O)NC12CC3CC(C1)CC(C(=O)Nc1nc4ccc(F)cc4s1)(C3)C2	-9.3%	-1.8%	-0.9%	-1.4%	-6.6%	0.2%	2.0	7.7	·	18.5	?
Cc1ccc2c(c1)N(C(=O)CCC(=O)NC1CCCCCC1)CCO2	·	-16.5%	-0.3%	0.0%	9.1%	18.0%	6.4	-1.4	0.9	-2.3	1.1%
CC1(C)CC(=O)C=C(c2cccc(Cl)c2O)C1	·	·	0.8%	-0.2%	0.7%	-9.9%	-26.5	-0.8	·	7.9	?
Cn1c(C(=O)N2CCN(c3nc4ccccc4s3)CC2)cc2sccc21	-1.8%	-0.2%	-0.4%	0.4%	5.2%	·	2.8	-3.3	3.2	-2.1	-12.1%
N#Cc1c(-c2ccccc2)nc(SCc2cccc(Cl)c2)[nH]c1=O	-1.1%	·	-14.4%	-0.1%	9.7%	-7.9%	10.3	-4.5	10.6	-4.4	14.1%
CC(C)(C)c1cc(C(=S)N2CCCC2)cc(C(C)(C)C)c1O	0.6%	-0.1%	1.0%	0.1%	-4.1%	-16.2%	4.3	-3.3	-0.8	8.2	-4.4%
CC(C)n1c2ccccc2c2nc3ccccc3nc21	-2.0%	2.2%	2.2%	-0.1%	-20.2%	-0.8%	2.5	6.1	-2.9	-8.0	10.5%
CCOc1cc(CN2CCC(CO)(Cc3cccc(C(F)(F)F)c3)CC2)ccc1OC	1.7%	-13.4%	1.6%	-0.5%	-5.0%	-6.0%	15.6	-43.2	1.1	?	-15.0%
CCN1C(=O)C(NC(C)=O)c2cc(OC)ccc21 (stereo not given)	-1.0%	-4.9%	?	-0.1%	-7.8%	4.6%	-5.5	-3.6	-0.6	-15.6	-1.6%

Screening results deposited in PubChem BioAssay by National Center for Advancing Translational Sciences (NCATS).
